hcGAS inh – Primary biochemical luminescence assay for human cyclic GMP-AMP synthase inhibitors. 0.081% of 290,000 active. recombinant h-cGAS, ATP depletion, Kinase-Glo luminescence. Q8N884. inhibition, % at 12.5 µM;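 further: 0% = vehicle reaction and 100% = reaction without DNA for no activity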
Target sequence (Q8N884 whole entry, looked up): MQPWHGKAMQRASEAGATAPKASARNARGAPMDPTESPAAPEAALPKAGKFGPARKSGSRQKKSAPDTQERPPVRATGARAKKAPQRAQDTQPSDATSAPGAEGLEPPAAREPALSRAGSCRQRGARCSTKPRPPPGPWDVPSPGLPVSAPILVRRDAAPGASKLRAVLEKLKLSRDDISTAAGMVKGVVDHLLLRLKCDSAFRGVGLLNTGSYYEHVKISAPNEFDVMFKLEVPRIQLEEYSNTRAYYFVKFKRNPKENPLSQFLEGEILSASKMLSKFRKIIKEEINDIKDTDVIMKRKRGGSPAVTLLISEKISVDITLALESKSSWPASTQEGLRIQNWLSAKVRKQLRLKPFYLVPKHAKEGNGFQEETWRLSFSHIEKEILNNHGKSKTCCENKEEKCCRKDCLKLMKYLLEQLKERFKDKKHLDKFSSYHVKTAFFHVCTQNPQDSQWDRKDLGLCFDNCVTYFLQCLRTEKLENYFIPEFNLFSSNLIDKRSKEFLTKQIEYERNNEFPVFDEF
NPYLR7 ag – agonists of mosquito NPYLR7 receptor, primary screen, cell-based, Aedes aegypti, calcium fluorescence, mosquito biting behavior; AID 1259423, 2018; HEK293T NPYLR7/Galpha15, GCaMP6s calcium fluorescence; 0.15% of 270,000 active; activation, % at 10 µM; in the data active means activation above about 40%;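 further: 0% = vehicle and 100% = reference agonist at the receptor; some compounds past the cut are filed as inactive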
mcGAS lum – cyclic GMP-AMP synthase inhibitors, mouse, primary biochemical chemiluminescence | AID 1259399, 2018 | inhibition, % at 12.5 µM | recombinant cGAS, Kinase-Glo ATP depletion luminescence | 0.15% of 160,000 active;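 further: 0% = negative control wells and 100% = reference inhibitor with no enzyme activity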
* hit, by the source's call; nt = no result given; & = joins results of further samples. Unless noted, no stated cut-off is given here; in the data, active means inhibition above about 40%; inactive means the rest.

SMILES | hcGAS inh | NPYLR7 ag | mcGAS lum
O=C1CN(CCC2=CCCCC2)C2CS(=O)(=O)CC2N1c1ccc(Cl)cc1 (stereo not given) | -2 | 2 | nt
CC(SCC(=O)Nc1ccc(C(N)=O)cc1)c1ccccc1Cl (stereo not given) | 18 | 3 | 5
COCCNc1nc2cc(C(=O)N3CCC(O)(CO)CC3)ccc2n1C | -3 | 0 | nt
COc1ccc(NC(=O)N2CCC3(CC2)SCCN3C(=O)c2cccc([N+](=O)[O-])c2)cc1 | -4 | -2 | -4
CCc1nc2n(n1)C(=O)C(C(c1ccc(Cl)c(Cl)c1)N1CCC(C(N)=O)CC1)S2 (stereo not given) | -2 | -2 | -5
CCOc1cc(C(=O)NCCc2cc3c(OC)ccc(OC)c3[nH]c2=O)cc(OCC)c1OCC | 0 | 1 | -5
O=C(NC1CCCCC1)N1CCN(C(=O)c2ccco2)CC1 | 0 | -8 | -4
CC(C)CN1CC(OC(=O)NC2CCCCC2)CN(C(=O)c2ccccc2)CC1=O (stereo not given) | -3 | 3 | -6
Cc1cccc(-n2ncc3c(=O)[nH]c(-n4nc(C)cc4NC(=O)c4cc5ccccc5o4)nc32)c1 | -11 | nt | -10
CCOC(=O)c1ccc(OC2CC3CCC(C2)N3C(=O)c2ccc(CSCc3ccccc3Cl)cc2)cc1 (stereo not given) | 4 | 8 | -4
CC(C)COc1ccc(C(=O)Nn2cnnc2)cc1 | -6 | 0 | -4
O=C1CC2CS(=O)(=O)CC2N1c1cccc(Cl)c1 (stereo not given) | 0 | -2 | -7
CCN(CC1CCCO1)c1ncnc2scc(-c3ccccc3)c12 (stereo not given) | -5 | 1 | -17
Cn1ccnc1C(NC(=O)C1CCN(S(=O)(=O)c2ccccc2F)CC1)c1cccc(F)c1 (stereo not given) | -8 | 3 | -10
CCC(C)(C)NCC(=O)Nc1ccc(C)c(S(=O)(=O)N2CCCCC2)c1 | -6 | 0 | -10
CC(=O)Nc1cccc(-c2nccc(N3CCCC(O)C3)n2)c1 (stereo not given) | -5 | 0 | -16
Nc1ncnc2sc3c(c12)CCN(C(=O)CC(NC(=O)c1ccccc1Cl)c1ccccc1)C3 (stereo not given) | -3 | 5 | nt
CC1CCCN1C(=O)c1ccc(-c2ccc(F)c(F)c2)s1 (stereo not given) | -8 | 1 | -7
CC(=O)c1c(C)nn(CCC(=O)N2CCCC(O)(CN(C)C)C2)c1C (stereo not given) | -4 | -3 | -15
COc1c(F)cccc1C(=O)N(C)Cc1nc(-c2ccccn2)no1 | -4 | 1 | -9
COCCN(Cc1cccc(OS(C)(=O)=O)c1)C(=O)c1ccc([N+](=O)[O-])cc1Cl | -8 | -8 | -4
Cc1ccc(N2CCn3c2nc2c3c(=O)n(CCN3CCOCC3)c(=O)n2C)cc1Cl | -10 | -1 | nt
CCNC(=O)COc1ccc(CNCC2CN(C)CCO2)cc1 (stereo not given) | -4 | 2 | nt
Cc1cc(C)c(S(=O)(=O)NCc2nnc3nc(C)cc(C)n23)c(C)c1 | -6 | 2 | nt
CSc1oc(-c2cccs2)nc1S(=O)(=O)c1ccccc1 | 0 | 3 | nt

Continued, overlapping the part above by seven compounds.
SMILES | hcGAS inh | NPYLR7 ag | mcGAS lum
CC(=O)c1c(C)nn(CCC(=O)N2CCCC(O)(CN(C)C)C2)c1C (stereo not given) | -4 | -3 | -15
COc1c(F)cccc1C(=O)N(C)Cc1nc(-c2ccccn2)no1 | -4 | 1 | -9
COCCN(Cc1cccc(OS(C)(=O)=O)c1)C(=O)c1ccc([N+](=O)[O-])cc1Cl | -8 | -8 | -4
Cc1ccc(N2CCn3c2nc2c3c(=O)n(CCN3CCOCC3)c(=O)n2C)cc1Cl | -10 | -1 | nt
CCNC(=O)COc1ccc(CNCC2CN(C)CCO2)cc1 (stereo not given) | -4 | 2 | nt
Cc1cc(C)c(S(=O)(=O)NCc2nnc3nc(C)cc(C)n23)c(C)c1 | -6 | 2 | nt
CSc1oc(-c2cccs2)nc1S(=O)(=O)c1ccccc1 | 0 | 3 | nt
CC(NS(=O)(=O)c1cccc2nsnc12)c1ccc(F)c(F)c1 (stereo not given) | -5 | 9 | -8
CCN(CC)C(=O)N1CCN(Cc2ccnc(Cl)c2)CC1 | -10 | 1 | nt
CN(C)C=Nc1cnn(-c2ccccc2)c(=O)c1Cl | 0 | 7 | nt
Clc1nc2ccccc2nc1N1CCOCC1 | -8 | 0 | nt
COCCn1c(C2CC(=O)N(c3cc(Cl)ccc3OC)C2)nc2ccccc21 (stereo not given) | -1 | -1 | -6
Cc1nc(-c2ccncc2)ncc1C(C)NCc1[nH]c2ccccc2c1C (stereo not given) | -7 | 13 | -11
CCC(CC)C(O)CNC(=O)CN1CCCC1C (stereo not given) | -11 | -4 | nt
COc1cc(S(=O)(=O)NC(C)C)c(OC)cc1Cl | -5 | 6 | nt
COc1ccc(-c2cnc3c(NC=O)cc(-c4ccccc4)cn23)cc1OC | -1 | 0 | -4
CCOC(=O)c1c(C)n(-c2ccc(Cl)cc2)c2ccc(OC(=O)/C=C/c3ccccc3)cc12 | -8 | -7 | -4
CCc1nn(-c2ccc(Cl)cc2)c(CC)c1C(=O)Nc1ccc(F)cc1 | 2 | -15 | 3
Cc1nn(C2CCS(=O)(=O)C2)c2nc(-c3ccccc3)cc(C(=O)N3CCCCCC3)c12 (stereo not given) | -4 | 3 | -6
CC(N)=C(C#N)C(=O)COC(=O)C(CC(C)C)NC(N)=O (stereo not given) | -6 | 4 | nt
Cc1cccc(COC(CN2CCN(S(=O)(=O)c3ccccc3Cl)CC2)c2ccc(Cl)cc2)c1 (stereo not given) | -2 | nt | -6
C=C1c2ccccc2C(=O)N1CCC(=O)Nc1ccc(Cl)cc1Cl | -7 | 2 | -4
CC1=NN(C(=O)CC#N)C(O)(c2ccc(Cl)cc2)C1 (stereo not given) | -4 | -2 | nt
CC(=O)OC(C(=O)N1CCN(c2nccc(-c3ccc(N4CCOCC4)cc3)n2)CC1)c1ccccc1 (stereo not given) | 4 | 8 | 4
O=C(OCC(=O)N1CCN(c2ccccc2)CC1)c1cccc(-n2cnnn2)c1 | -8 | 3 | nt
Cn1cccc1C1CC(c2ccccc2Cl)=NN1C(=O)CN1CCC2(CC1)OCCO2 (stereo not given) | 1 | -2 | 2
O=C1c2cc(N3CCOCC3)c([N+](=O)[O-])cc2C(=O)N1c1cccc2c1CCCC2 | 1 | -3 | nt
CN(CC1CCN(CCc2ccc(Cl)cc2)CC1)C(=O)[C@@H]1C[C@H]1c1ccccc1 | -6 | 13 | -7
CCCCC(=O)N(CCCOC)CC(=O)N(CCc1c[nH]c2ccccc12)Cc1ccc(OC)c(OC)c1 | -5 | 16 | -4
C=CCN(CC(=O)N1CCc2sccc2C1COc1ccc(Cl)cc1)CC(O)COCC (stereo not given) | -3 | 5 | -4
COc1ccc(CCNC(=O)c2cccnc2N2CCN(C(=O)c3ccccc3OC)CC2)cc1OC | 2 | 20 | -8
Cc1nc2ccccc2nc1N1CCN(S(C)(=O)=O)CC1 | -6 | 7 | -6

Continuation:
SMILES | hcGAS inh | NPYLR7 ag | mcGAS lum
N#CCCN(CCC#N)C(=O)c1cc(S(=O)(=O)N2CCOCC2)ccc1Cl | -4 | -5 | -9
Cc1cc(=O)[nH]c(CCNC(=O)C2CCCN(C3CCN(C)CC3)C2)n1 (stereo not given) | 2 | -2 | nt
CC(C)N1CCC1(C)C(=O)Nc1ccc2nccnc2c1 (stereo not given) | 1 | -6 | 1
Cc1cc(F)ccc1S(=O)(=O)NCC1CC(=O)Nc2ccccc21 (stereo not given) | -6 | 3 | nt
O=C(c1n[nH]c(=O)c2ccccc12)N1CCCN(Cc2ccccc2)CC1 | -3 | 2 | nt
O=C(C1CC1)N1CCCC(Cn2ccnc2-c2ccc3occc3c2)C1 (stereo not given) | -5 | 6 | nt
COc1ccc(C=C2N=C(c3ccccc3OC)OC2=O)cc1C | -6 | 6 | nt
NC(=O)COc1ccc(C=C2N=C(c3ccccc3)OC2=O)cc1 | -4 | 3 | nt
CC1CCc2c(sc3ncn(CC(=O)N4CCCCC4)c(=O)c23)C1 (stereo not given) | 0 | 0 | 0
COCC(=O)N1CCC(C(NC(=O)c2cccs2)C(=O)N2CCCCC2C)CC1 (stereo not given) | -4 | -6 | -3
CC1CN(c2nc(-c3ccccc3)nc3c2CN(C(=O)COc2ccc(Cl)cc2)CC3)CC(C)O1 (stereo not given) | -10 | 7 | -6
CCCCn1c(CN2CCC(C(O)c3ccccn3)CC2)cnc1S(=O)(=O)CC (stereo not given) | 0 | 1 | nt
CCc1ccccc1N1CC(C(=O)Nc2cccnc2OC)CC1=O (stereo not given) | -15 | 3 | nt
CS(=O)(=O)Cc1cccc(C(=O)Nc2cccc(-n3ccnn3)c2)c1 | -5 | -1 | nt
CC(C)OCCNC(=O)c1ccc(-c2cc(-c3ccccc3)n[nH]2)cc1 | 5 | nt | -2
COc1cc(CCC2CCN(S(=O)(=O)c3ccc(C#N)cc3)CC2)cc(OC)c1 | -4 | -6 | nt
S=C(S)OC1CC2CC1C1CCCC21 (stereo not given) | 4 | 5 | -3
COc1ccc(C(=O)Nc2c(N)nc(SCc3cccc(C)c3)[nH]c2=O)cc1OC | -5 | 1 | -9
CCc1nc2c(OCCOc3ccc(F)cc3)cccn2c1N(C=O)CC(=O)N(C)C | -4 | 7 | -4
CC(Sc1nnc(NC2CC2)s1)C(=O)N1CCNC1=O (stereo not given) | -5&-3 | 1&0 | nt
O=C(CSc1ncnc2sc3c(c12)CCC3)Nc1ccccc1C(F)(F)F | -1 | -7 | 0
CCS(=O)(=O)NCCNc1nc(-c2ccc(F)cc2)nc2ccccc12 | 0 | 5 | -1
COc1cc(-c2[nH]ncc2CN2CCCC2c2nonc2C)cc(OC)c1OC (stereo not given) | -6 | -3 | -8
COc1ccc(C2CC(C(F)(F)F)n3nc(C(=O)NCCN4CCOCC4)cc3N2)cc1 (stereo not given) | -1 | 0 | nt
O=C(NCC1CCCN(C2CCN(c3ccc(F)cc3)CC2)C1)c1cccs1 (stereo not given) | -6 | 0 | -8

Following part:
SMILES | hcGAS inh | NPYLR7 ag | mcGAS lum
CCNC(=O)C1(C)CCN1C(=O)Cc1ccc(C(C)C)cc1 (stereo not given) | -3 | -3 | -5
Cc1cccc(C(=O)Nc2cc3c4c(c2)CCN4C(=O)CC3)c1 | -5 | 11 | nt
CCCN(C(=O)CC)C(c1ccc(F)cc1)c1cccnc1 (stereo not given) | -1 | -5 | nt
Cc1cccc(C)c1N=C1NC(=O)/C(=C/C2=Cc3ccccc3OC2)S1 | -6 | 7 | nt
Cc1cc(NCC2Cc3ccccc3O2)nc(C)n1 (stereo not given) | -6&-7 | 1&-4 | -9
CC1(C)CC(=O)C=C(C(=O)N2CCC(O)(c3ccc(Br)cc3)CC2)O1 | -3 | 9 | nt
COc1cc(C)c(NC(=O)C=Cc2cc3c(cc2[N+](=O)[O-])OCO3)cc1OC | -3 | 1 | nt
COc1ccc(N(Cc2nnc3n2CCCCC3)C(=O)Nc2cccc(OC)c2)cc1 | -7 | -4 | nt
O=C(NCc1cccc(Cl)c1Cl)c1cncn1-c1cccc(-c2cccc(OC(F)(F)F)c2)c1 | -6 | 5 | -7
N[C@H](Cc1ccccc1)C(=O)O | 3 | 5 | nt
Cc1ccc(F)c(C(=O)N2CCN(C(c3ccccc3)c3ccc(Cl)cc3)CC2)c1F (stereo not given) | -10 | 21 | -7
Cc1cccc(NC2=C([N+](=O)[O-])CS(=O)(=O)C2)c1 | -2 | -7 | nt
O=C(c1cc(Cl)ccc1Cl)N1CCN(c2ccc3nnc(-c4ccco4)n3n2)CC1 | -9 | 3 | nt
COc1ccc(C(=O)Nc2ccc(O)c(-c3nc4ccccc4o3)c2)cc1Br | -3 | -1 | -4
O=C(Nc1ccc(Cl)cc1)N1CCSC1c1ccc(C(F)(F)F)cc1 (stereo not given) | -7 | -2 | -6
Cc1[nH]n(-c2nc3ccccc3[nH]2)c(=O)c1C | -1 | -15 | nt
COc1ccccc1-c1ccc2c(c1)C(C)(Cc1ccc3c(c1)OCO3)C(=O)N2 (stereo not given) | -2 | 2 | -3
Cc1cccc(NC(=O)CN2CCN(C(=O)c3oc4ccc(Br)cc4c3C)CC2)c1C | -6 | -2 | nt
CC(=O)c1ccc(NC(=O)Cn2nc(C(C)C)c3cnn(-c4ccccc4C)c3c2=O)cc1 | -7 | 9 | nt
Cn1c(SCCN2CCOCC2)nc2scc(-c3ccc(F)cc3)c2c1=O | -6&5 | 7&2 | -2
Cc1c(NC2(C#N)CCCC2)c(=O)n(-c2ccccc2)n1C | -4 | -1 | -7
C=CCN=c1scc(-c2ccc(Cl)c(Cl)c2)n1N=Cc1cccnc1 | -9 | 12 | nt
Cc1cc(Cl)c2oc(C(=O)N3CCN(C(=O)c4ccco4)CC3)c(C)c2c1 | -6 | 3 | nt
O=C(Nc1ccc(N2CCOCC2)nc1)C1CCCCC1 | -15 | 0 | nt

An excerpt of these results, as labelled records.
> O=C(NCc1cccc(Cl)c1Cl)c1cncn1-c1cccc(-c2cccc(OC(F)(F)F)c2)c1
  hcGAS inh: -6	NPYLR7 ag: 5	mcGAS lum: -7

> N[C@H](Cc1ccccc1)C(=O)O
  hcGAS inh: 3	NPYLR7 ag: 5	mcGAS lum: nt

> Cc1ccc(F)c(C(=O)N2CCN(C(c3ccccc3)c3ccc(Cl)cc3)CC2)c1F (stereo not given)
  hcGAS inh: -10	NPYLR7 ag: 21	mcGAS lum: -7

> Cc1cccc(NC2=C([N+](=O)[O-])CS(=O)(=O)C2)c1
  hcGAS inh: -2	NPYLR7 ag: -7	mcGAS lum: nt

Screening results from PubChem.
